Screening data (PubChem)
eIF4E 4G PPI: eIF4E–eIF4G protein interaction inhibitors, primary screen, biochemical, uHTS, TR-FRET, eIF4GI fragment. AID 782, 2007. inhibition, % at 21.7 µM. TR-FRET eIF4E-eIF4GI(517-606) binding, 2 h. 220,000 tested, 0.37% active;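 active = inhibition above about 30%, limit read from the data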;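 note: 0% = full FRET control wells and 100% = background wells lacking eIF4GI fragment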
m-calpain inh: inhibitors of pig calpain II, primary screen, biochemical, fluorogenic peptide substrate, 1536-well; purified calpain II, 30 min; AID 1236, 2008; inhibition, % at 16 µM; 220,000 tested, 0.37% active;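 active = inhibition above about 50%, limit read from the data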
L929 necroptosis: inhibitors of zVAD-triggered necroptosis, primary screen, L929 cells; 220,000 tested, 0.38% active; L929 zVAD necroptosis rescue, ATP luminescence, 24 h; with zVAD 60 µM; viability rescue, % at 10 µM;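 active = activation, scaled between plate controls, above about 75%, limit read from the data; inactive = activation under that limit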;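 note: 0% = zVAD with DMSO and 100% = DMSO alone without zVAD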
EP2 antag: human EP2 receptor antagonists, primary screen, TR-FRET cAMP, C6 glioma cells; Prostaglandin E2 receptor EP2 subtype (Homo sapiens), P43116; C6 glioma cells expressing human EP2; cells stimulated with saturating PGE2; inhibition, % at 25 µM; 260,000 tested, 0.52% active; AID 1422, 2008;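 active = percent inhibition above 40 after rounding to a whole number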;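 note: rat C6 glioma host cells with rolipram phosphodiesterase inhibitor present; the protocol text gives 20 µM as final concentration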
Target sequence (P43116 whole entry, looked up): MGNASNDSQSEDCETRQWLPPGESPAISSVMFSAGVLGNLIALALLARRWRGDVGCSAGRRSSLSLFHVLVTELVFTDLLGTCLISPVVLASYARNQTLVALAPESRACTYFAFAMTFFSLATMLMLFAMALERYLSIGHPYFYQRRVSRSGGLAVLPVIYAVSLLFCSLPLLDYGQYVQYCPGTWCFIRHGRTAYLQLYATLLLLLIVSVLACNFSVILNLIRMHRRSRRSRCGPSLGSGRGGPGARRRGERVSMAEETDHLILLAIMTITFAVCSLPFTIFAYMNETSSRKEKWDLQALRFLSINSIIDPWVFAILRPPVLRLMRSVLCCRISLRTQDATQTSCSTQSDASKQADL
EP2 modulator: EP2 receptor modulators, cAMP readout, primary screen, cell-based, HTRF cAMP, PGE2 stimulation | Prostaglandin E2 receptor EP2 subtype (Homo sapiens), P43116 | EP2-expressing cells, cAMP HTRF FRET, PGE2 co-stimulation | induction, % at 25 µM | 260,000 tested, 0.83% active | AID 940, 2007;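 active = compounds whose cAMP rise, as percent of the full-agonist control response, exceeds 60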;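 note: rat C6 glioma line stably carrying human EP2 under a CMV promoter; the protocol text gives 20 µM as final concentration; 100% = response of wells given 1 µM PGE2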
14-3-3 Bad PPI: inhibitors of 14-3-3 zeta/Bad binding, primary screen, biochemical, TR-FRET, bovine 14-3-3 zeta. 14-3-3 protein zeta/delta (Bos taurus), P63103. TR-FRET 14-3-3zeta/Dy647-pBad peptide displacement, 1 h. inhibition, % at 21.7 µM. 220,000 tested, 0.71% active. AID 781, 2007;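 active = inhibition above about 70%, limit read from the data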;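 note: 0% = full 14-3-3 plus peptide FRET controls and 100% = background without 14-3-3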
Target sequence (P63103 whole entry, looked up): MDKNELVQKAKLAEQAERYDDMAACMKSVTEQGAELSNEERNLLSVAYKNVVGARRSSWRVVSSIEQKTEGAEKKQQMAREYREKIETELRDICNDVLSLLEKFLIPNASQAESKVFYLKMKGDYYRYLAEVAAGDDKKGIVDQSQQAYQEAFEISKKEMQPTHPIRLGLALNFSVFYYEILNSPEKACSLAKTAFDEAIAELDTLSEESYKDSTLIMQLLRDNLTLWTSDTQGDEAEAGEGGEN
TbHK1 inh: Trypanosoma brucei hexokinase 1 inhibitors, primary screen, biochemical, G6PDH-coupled NADH absorbance, MLSCN library; 220,000 tested, 0.11% active; hexokinase 1 [Trypanosoma brucei]; inhibition, % at 10 µM; recombinant TbHK1, G6PDH-coupled NADH A340;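 active = inhibition of 50% or more in the single-dose primary screen; inactive = inhibition below 50%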
Rad51 HR inh: human RAD51 strand exchange inhibitors, primary screen, biochemical, fluorescence. DNA repair protein RAD51 homolog 1 (Homo sapiens), Q06609. hRad51 DNA strand exchange, fluorescence dequenching. inhibition, % at 10 µM. 200,000 tested, 0.085% active. AID 1385, 2008;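 active = inhibition above 40% at the single screening dose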;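 note: 0% = DMSO control wells and 100% = blanks with heterologous ssDNA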
Target sequence (Q06609 whole entry, looked up): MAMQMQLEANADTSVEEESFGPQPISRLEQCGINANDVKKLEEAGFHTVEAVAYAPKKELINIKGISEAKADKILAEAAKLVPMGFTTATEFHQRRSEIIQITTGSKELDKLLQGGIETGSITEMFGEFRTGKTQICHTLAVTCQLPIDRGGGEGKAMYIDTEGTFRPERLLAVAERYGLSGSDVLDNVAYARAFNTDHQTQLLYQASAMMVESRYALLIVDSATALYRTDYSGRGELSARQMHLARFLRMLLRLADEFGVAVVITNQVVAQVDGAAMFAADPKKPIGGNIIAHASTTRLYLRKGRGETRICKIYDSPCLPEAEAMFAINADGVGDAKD
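Test system: preformed human Rad51 ssDNA filaments. Compound dosing: single dose, 10 µM final compound. Incubation: filaments 15 min 37 °C, then compound 30 min. Technique: FRET fluorescence dequenching, excitation 485 nm, emission 520 nm. Read-out basis: percent inhibition from fluorescence, normalised to plate control and blank means. Benchmarks: plate controls and plate blanks.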
Hck-Nef inh: inhibitors of Nef-activated human Hck kinase, primary screen, biochemical, Z-Lyte FRET, 384-well, Hck-YEEI; Tyrosine-protein kinase HCK (Homo sapiens), P08631; Recombinant Hck-YEEI plus Nef, Z-Lyte FRET kinase assay; inhibition, % at 20 µM; 220,000 tested, 0.68% active; AID 463187, 2010;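 active = Hck-Nef kinase inhibition above about 50%, limit read from the data; inactive = inhibition below that limit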;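 note: 0% = DMSO with Hck plus Nef and 100% = Hck alone without Nef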
Starred values were filed as active, the others as inactive; i = inactive; . = no result given; & = joins results of further samples; [ ] = dose if it differs, or a comment. An excerpt, so the mix of outcomes need not match the whole.

SMILES | eIF4E 4G PPI | m-calpain inh | L929 necroptosis | EP2 antag | EP2 modulator | 14-3-3 Bad PPI | TbHK1 inh | Rad51 HR inh | Hck-Nef inh
Cc1cc2nc3c(=O)n(Cc4ccccc4)c(=O)[nH]c3nc2cc1N | 8 | 9 | 0.5 | 6 | -14 | 0 | -9 | -500 | -54
COc1ccc(N2C(=O)C3CCCN3C2c2cccc(C)c2)cc1 (stereo not given) | -2 | -1 | -0.5 | 2 | 7 | 1 | -5 | 1 | 0
CCCCCC(=O)Nc1cccc(C2=NOC3(C2)C[C@H](C(N)=O)N(C(=O)CCCCC)C3)c1 (stereo not given in full) | 1 | 16 | 0.6 | 10 | -3 | -4 | -5 | -3 | 20
COc1ccc(C2C(C(=O)Nc3cccnc3)=C(C)Nc3nc(-c4cccs4)nn32)cc1 (stereo not given) | 1[fluorescence artefact?] | -26 | 0.4 | 2 | 14 | 1 | 0 | 3 | 15
COc1cccc(C(=O)N2CCCC(CCC(=O)NCc3ccc(F)c(F)c3)C2)c1 (stereo not given) | 0 | -13 | 0.7 | 10 | 13 | -6 | -7 | -3 | 19
COC(=O)CN=Cc1c(C)[nH]n(-c2ccccc2)c1=O | 1 | -156 | 0.2 | 1 | 6 | 3 | -10 | -4 | 15
Cc1ccc(NS(=O)(=O)c2ccc(N/N=C/c3ccccc3OCC(=O)O)c([N+](=O)[O-])c2)c(C)c1 | -13 | -43 | -1.5 | 6 | -21 | 13 | -20 | 28 | 19
CC(NC(=S)NCc1ccccc1)C12CC3CC(CC(C3)C1)C2 (stereo not given) | -3 | -24 | 1.4 | 5 | 5 | -12 | -1 | 8 | -1
CCc1ccc(NC(=O)CCS(=O)(=O)c2cccc3nsnc23)cc1 | -1 | 1 | 0.5 | 13 | 13 | 4[fluorescence artefact?] | -12 | -10 | 5
COc1ccc(-c2ccc(Nc3ccc(S(=O)(=O)N4CCCC4)cc3)nn2)cc1OC | -3[fluorescence artefact?] | -12 | 0.7 | 10&14 | -11&-44 | 5[fluorescence artefact?] | -14 | -7 | 1
Cc1ccc(O/C=C2\OC(=O)c3ccccc32)cc1 | 3 | 15 | -0.2 | 14 | 23 | 6 | -1 | -3 | 0
COCCNC(=O)CN(c1cc(Cl)ccc1OC)S(C)(=O)=O | -1 | -51 | 0.8 | 12 | 12 | 0[fluorescence artefact?] | -2 | 6 | 1

Next part, overlapping the part above by 6 compounds.
SMILES | eIF4E 4G PPI | m-calpain inh | L929 necroptosis | EP2 antag | EP2 modulator | 14-3-3 Bad PPI | TbHK1 inh | Rad51 HR inh | Hck-Nef inh
Cc1ccc(NS(=O)(=O)c2ccc(N/N=C/c3ccccc3OCC(=O)O)c([N+](=O)[O-])c2)c(C)c1 | -13 | -43 | -1.5 | 6 | -21 | 13 | -20 | 28 | 19
CC(NC(=S)NCc1ccccc1)C12CC3CC(CC(C3)C1)C2 (stereo not given) | -3 | -24 | 1.4 | 5 | 5 | -12 | -1 | 8 | -1
CCc1ccc(NC(=O)CCS(=O)(=O)c2cccc3nsnc23)cc1 | -1 | 1 | 0.5 | 13 | 13 | 4[fluorescence artefact?] | -12 | -10 | 5
COc1ccc(-c2ccc(Nc3ccc(S(=O)(=O)N4CCCC4)cc3)nn2)cc1OC | -3[fluorescence artefact?] | -12 | 0.7 | 10&14 | -11&-44 | 5[fluorescence artefact?] | -14 | -7 | 1
Cc1ccc(O/C=C2\OC(=O)c3ccccc32)cc1 | 3 | 15 | -0.2 | 14 | 23 | 6 | -1 | -3 | 0
COCCNC(=O)CN(c1cc(Cl)ccc1OC)S(C)(=O)=O | -1 | -51 | 0.8 | 12 | 12 | 0[fluorescence artefact?] | -2 | 6 | 1
C/C(CC(=O)Nc1cc(C)ccn1)=N\NC(=O)COc1cccc(C)c1 | 2 | -9 | 0.0 | 3 | -24 | -16 | -2 | 6 | -1
COc1ccc(C=Nc2ccc3[nH]ncc3c2)c(O)c1 | 4 | -94 | 0.1 | 5 | 0 | 5 | -7 | 13 | 19
CCN(CC)S(=O)(=O)c1ccc(C(=O)NCc2ccc3[nH]c4c(c3c2)CCCC4)cc1 | 0 | -83 | . | 10 | 7 | -4 | -4 | -9 | -3
C=CCOC(=O)C1=C[C@H](c2csc3ccccc23)[C@@H](CCCO)[C@H](OCC)O1 | 2 | 11 | 0.9 | 15 | 19 | 6 | -9 | 0 | 5
CCC(C)NC(=O)C1c2ccccc2C(=O)N1Cc1ccccc1OC (stereo not given) | -5 | -6 | 0.2 | 1 | 21 | -2 | 2 | -1 | -7
COc1cc(/C=C2\SC(=S)N(NC(=O)c3cccnc3)C2=O)ccc1O | 1 | 4 | 0.4 | 2 | 23 | -2 | -2 | -90 | 22
O=[N+]([O-])c1cccc(/C=N/NS(=O)(=O)c2ccccc2)c1 | -2 | 23 | 0.6 | 3 | 9 | 4 | -15 | . | -12
Cc1ccc(OCc2nnc(SCC(=O)c3ccccc3)n2Cc2ccco2)cc1 | 0 | 7 | 7.6 | 6 | 25 | -2 | 4 | -2 | 1
CCn1cc(/C=N/N=C2\CCC3C4CCc5cc(O)ccc5C4CC[C@]23C)c(C)n1 (stereo not given in full) | -26 | -139 | -1.0 | 9 | 10 | -3 | -15 | -7 | 11
Cc1nc(-c2ccc(C(=O)N3CCCC3)cc2)cs1 | 5 | 13 | 0.2 | 8 | -19 | -8 | 2 | 13 | 9
CO[C@@]1(NC(=O)CSCC#N)C(=O)N2C(C(=O)O)=C(CSc3nnnn3C)CS[C@@H]21 | 4 | -21 | 6.2 | 15&7 | 14&23 | -1 | 1 | -8 | 1
CCC(CC)C(=O)Nc1ccc(Nc2ccccc2)cc1 | -3 | 6 | 7.3 | 6 | -4 | -4 | -3 | -8 | 1
CN(C)c1nc(SCC#N)nc(N(C)C)n1 | -1 | -5 | 0.0 | 6 | 31 | 1 | 3 | -1 | 2
CC(C)(C)c1ccc(-c2nnc(SCC(=O)c3ccc4c(c3)OCCO4)o2)cc1 | 4 | -7 | 0.0 | . | 2 | 87* | -5 | . | 0
Cc1cc(C(=O)CSc2nc3ccccc3[nH]2)c(C)n1Cc1ccco1 | 19 | -10 | -0.2 | 9 | -9 | -15[fluorescence artefact?] | 5 | 0 | 5
CC(C)c1nc(CN(C)C(=O)N[C@H](C(=O)N[C@@H](Cc2ccccc2)C[C@H](O)[C@H](Cc2ccccc2)NC(=O)OCc2cncs2)C(C)C)cs1 | 3 | 15 | . | 15 | . | 0 | . | 10 | .
COc1ccc(C(CC(=O)O)NC(=O)c2ccccc2)cc1OC (stereo not given) | -1[fluorescence artefact?] | -22 | 1.1 | 10 | -5 | -8 | 7 | 3 | 8
COc1cccc(N2C(=O)Nc3ccccc3C2(O)C(=O)NCc2ccc3c(c2)OCO3)c1 (stereo not given) | -1[fluorescence artefact?] | -4 | 0.5 | 12 | 25 | -5[fluorescence artefact?] | 0 | -4 | 1
CCCc1cc(=O)[nH]c(Nc2ccc(OC)c(Cl)c2)n1 | 5 | 15 | 0.5 | 3 | 9 | 2 | 7 | -1 | 6
CCCN1C2CCCC1CC(NC(=O)C1CCCCC1)C2 (stereo not given) | -1[fluorescence artefact?] | 5 | 0.2 | 18&7 | 13&-14 | 4 | 5 | 2 | 12
CC(C)N1CCC(N2CCN(C3CCCCCC3)CC2CCO)CC1 (stereo not given) | 2 | -1 | 0.4 | 2 | -16 | -2 | -10 | -5 | 4
COc1ccc(C2=C(CC(=O)O)C(=O)CC2)cc1 | 4 | -19 | 0.0 | 10 | -3 | 7[fluorescence artefact?] | -20 | 3 | 0
CC(C(=O)NC(=O)NC1CCCCC1)N1CCN(C(c2ccccc2)c2ccccc2)CC1 (stereo not given) | 2 | -12 | 1.6 | . | 22 | -4[fluorescence artefact?] | -11 | . | -2
CCOC(=O)c1c(C)c(C(=O)Nc2ccc(F)cc2)c(C)n1C | -5 | 21 | 1.4 | 5 | -10 | -7 | 0 | 2 | 14
CCOC(=O)c1sc2nc(CC(=O)OC)nc(N3CCN(c4ccc(OC)cc4)CC3)c2c1C | -8 | 14 | 0.6 | 9 | -23 | -21 | -22 | 5 | 0
CC1CN(C(=O)c2ccc(C(=O)c3ccccc3)cc2)CC(C)O1 (stereo not given) | 7 | 2 | -0.3 | 9 | -11 | -14 | -2 | -4 | 1
O=C(CCC(=O)N(c1ccc(F)cc1)C(C(=O)NC1CCCC1)c1ccncc1)Nc1cccnc1 (stereo not given) | -3 | 22 | -0.3 | 17 | 9 | 7[fluorescence artefact?] | 2 | 6 | 6
CC(=O)c1ccc2c(c1)C1C=CCC1C(c1ccc(S(=O)(=O)N3CCOCC3)cc1)N2 (stereo not given) | -1[fluorescence artefact?] | -57 | 0.4 | 26 | -43 | -7 | -28 | -2 | 8
O=C(O)CCn1c(=S)n(CCC(=O)O)c2ccccc21 | 2 | 34 | -0.3 | 5 | 3 | -3 | -3 | -4 | 13
CCCn1c(CN2CCCCC2CC)nc2c1c(=O)n(C)c(=O)n2C (stereo not given) | 1[fluorescence artefact?] | -11 | 1.4 | 7 | 8 | -5[fluorescence artefact?] | -2 | -3 | -7
CO/N=C(\Cn1ncc(NC2CCCCC2)c(Br)c1=O)c1ccc(Cl)cc1 | -4 | 19 | 0.2 | 9 | -26 | -3 | -9 | -1 | 0
COc1cccc(-n2cc(CN(C)Cc3nc(Cc4ccccc4)no3)cn2)c1 | -2 | 19 | -0.8 | 2 | -46 | -9 | -13 | 5 | 3
O=C(OCC(=O)N1CCN(C(=O)c2ccco2)CC1)c1cc(-c2ccc(Cl)c(Cl)c2Cl)nc2ccccc12 | -31 | -237 | -0.2 | 8 | 21 | 4[fluorescence artefact?] | -26 | -7 | 50*
CCN(CCCNC(=O)c1c(C)cc(=O)oc1C)c1ccccc1 | 4 | 15 | -0.3 | 8 | 12 | -2 | -29 | 3 | 2
Cc1cc(C)n(Cc2ccc(NC(=O)c3c([N+](=O)[O-])c(C)nn3C)cc2)n1 | 5 | -14 | 0.7 | 8 | 37 | -5 | -4 | -3 | -12
CSC1=N/C(=C\c2ccccc2)C(=O)N1C | -12[fluorescence artefact?] | 14 | 0.7 | 9 | 8 | -8[fluorescence artefact?] | -20 | 0 | 4
CCOC(=O)c1ccc(NC(=O)c2nc[nH]c2C(=O)N[C@@H](CC(C)C)C(=O)OC(C)(C)C)cc1 | -4 | -31 | 0.8 | 16 | -7 | -2 | -13 | -7 | 14
CC(=O)N1CCN(C2=NC(=O)/C(=C\c3cccs3)S2)CC1 | 1 | -21 | 5.0 | 8 | 3 | 1 | -30 | 2 | 21
CCOC(=O)C1=C(CSc2nc(-c3ccccc3)ccc2C#N)OC(N)=C(C#N)C1c1cccnc1 (stereo not given) | -30 | i | 1.0 | 16 | -5 | -30 | -30 | 0 | 4
COc1ccc(NC(=O)CN2CCN(CC(=O)Nc3cc(OC)cc(OC)c3)CC2)cc1 | 2 | 9 | . | 9 | 4 | 0 | . | 12 | .
